Source: PubChem
INS promoter inh = inhibitors of insulin promoter-driven GFP, primary screen, imaging, TRM-6 cells (human fetal islet line), eGFP reporter, cell count | inhibition, % at 2 µM | actives 0.9% (n = 130,000) | reporter expression induced with tamoxifen | AID 1273, 2008;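 active means inhibition above the mean plus 3 SD, with well images judged a real hit on visual review, cut at about 60% in these data, passing the limit was not always enough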
SDO1 yeast rescue = growth rescue of sdo1-depleted yeast, primary screen, S. cerevisiae, bone marrow failure model; S. cerevisiae sdo1-depleted JHY4D growth rescue, OD600 30 h; stronger effect = higher value; pdr5 snq2 efflux-pump mutant strain; actives 0.21% (n = 140,000); z-score at 10 µM;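 active means z-score above 3 at both the 24 hr and the 30 hr optical density reads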;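 further: z-score against mean and SD of all compound wells on the same plate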
SDO1 yeast rescue Rescue 24 h = further read-out of SDO1 yeast rescue, marked with its call; z-score; S. cerevisiae sdo1-depleted JHY4D growth rescue, OD600; measured here: growth rescue at 24 h;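 0 is the plate mean of compound wells and units are plate SD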
Numbers without * were called inactive; i = inactive; · = not tested or not shown; [ ] = another dose, or the depositor's remark. A portion of the library; rates above refer to the full screens.

SMILES	INS promoter inh	SDO1 yeast rescue	SDO1 yeast rescue Rescue 24 h
Cc1ccc(Oc2nnc(-c3ccccc3)cc2C#N)cc1	-43	-1	-0.8
COc1ccc(C2Nc3ccccc3C(=O)N2Cc2ccco2)cc1COc1ccccc1F (stereo not drawn)	-32	1.1	1.8
O=C(Cn1ncc2c1-c1ccccc1OC2)N(Cc1ccco1)C1CCCCC1	·	-1.7	-1.4
Cc1ccc(N(CC(=O)NCCSCc2ccco2)S(=O)(=O)c2ccc(C)cc2)cc1	-7	-0.87	-0.81
CCc1nnc(NC(=O)c2ccc(N(C)S(=O)(=O)c3ccccc3)cc2)s1	·	0.2	1.6
O=C(COC(=O)C1=COCCO1)Nc1ccccc1Oc1ccccc1	-50	-0.56	-0.41
C/C(=N\OC(=O)NC1CCCCC1)c1sc(-c2ccccc2)nc1C	·	-1.2	-0.63
Cc1ccc(S(=O)(=O)Nc2cc(C)nn2-c2ccccc2)cc1	22	0.97	0.8
CC(C)(C)C1CC=C2C(C#N)=C(N)C(C#N)(C#N)C(c3cccs3)C2C1 (stereo not drawn)	-28	·	·
CCC(CO)N=CC1=C(O)CC(C)(C)CC1=O (stereo not drawn)	·	0.06	0.05

Given with two lines to a compound: 3 of the compounds above.
Below each SMILES – INS promoter inh, SDO1 yeast rescue, SDO1 yeast rescue Rescue 24 h
O=C(COC(=O)C1=COCCO1)Nc1ccccc1Oc1ccccc1
    -50, -0.56, -0.41
C/C(=N\OC(=O)NC1CCCCC1)c1sc(-c2ccccc2)nc1C
    ·, -1.2, -0.63
Cc1ccc(S(=O)(=O)Nc2cc(C)nn2-c2ccccc2)cc1
    22, 0.97, 0.8

(listing goes on)
SMILES	INS promoter inh	SDO1 yeast rescue	SDO1 yeast rescue Rescue 24 h
O=C(Nc1ccc(S(=O)(=O)N2CCOCC2)cc1)c1ccco1	24	0.56	0.57
CC(=O)C1=C(O)C(=O)N(c2nccs2)C1c1ccccc1 (stereo not drawn)	-12	0.12	-0.47
COc1ccc2[nH]c(=O)c3c(c2c1)OC(C)(C)C=C3	·	0.28	-0.27
Cc1cccc(OCC(=O)Nc2ccc(S(=O)(=O)N3CCCC3)cc2)c1	·	0.66	-0.26
CCCCn1c(N)c(N(CC)C(=O)c2cccc(OC)c2)c(=O)[nH]c1=O	8	·	·
Cc1cc(NC(c2cccnc2)c2ccc3cccnc3c2O)no1 (stereo not drawn)	-6	-0.43	0.03
O=C(CCCCCN1C(=O)c2ccccc2C1=O)Nc1ccc2c(c1)OCCO2	0	0.03	0.18
S=C(NC1CCCCC1)NC1CC2CCC(C1)N2Cc1ccccc1 (stereo not drawn)	8	·	·
Cc1ccc2[nH]c(=O)c(CN(C)C(=O)c3ccccn3)cc2c1	·	0.85	0.22
Cc1ccc2nc(-c3ccc(N4C(=O)CC(N5CCCC(C)C5)C4=O)cc3)sc2c1 (stereo not drawn)	-50	-1.5	-0.88
Cc1cccc(N2CCN(CCNC(=O)c3cc4c(s3)CS(=O)(=O)C4)CC2)c1C	6	0.46	1.4
CCCC(=O)Nc1ccc(Cc2ccc(NC(=O)CCC)c(C(=O)O)c2)cc1C(=O)O	8	·	·
O=C(CN1C(=O)CSc2ccc(S(=O)(=O)N3CCOCC3)cc21)NCc1cccnc1	-27	·	·
O=C1COc2ccc(C(=O)COC(=O)CNC(=O)C3CCCCC3)cc2N1	-13	·	·
O=S(=O)(NCc1ccco1)N1CCCCCC1	21	-0.07	0
O=C(c1cc2sccc2n1Cc1ccccc1)N1CCCc2ccccc21	-79	-0.77	-0.04
Cc1c(NC(=O)c2c(F)cccc2F)c(=O)n(-c2ccccc2)n1C	·	1.2	0.4
COc1ccccc1CNC(=O)c1ccc(S(=O)(=O)N2CCCC2)cc1	24	0.8	0.88
COc1ccc(C(=O)OCC(=O)c2cc(OC)ccc2OC)c(OC)c1	-55	-0.77	-1.2
CCCCCCCC(=O)Nc1ccc(C(=O)N/N=C/c2cccc([N+](=O)[O-])c2)cc1	-50	-0.42	2

Quoted at random: two records from the list.
SMILES	INS promoter inh	SDO1 yeast rescue	SDO1 yeast rescue Rescue 24 h
Cc1cccc(N2CCN(CCNC(=O)c3cc4c(s3)CS(=O)(=O)C4)CC2)c1C	6	0.46	1.4
O=C(c1cc2sccc2n1Cc1ccccc1)N1CCCc2ccccc21	-79	-0.77	-0.04

(listing goes on)
SMILES	INS promoter inh	SDO1 yeast rescue	SDO1 yeast rescue Rescue 24 h
CC(=O)OCc1c(C(F)(F)F)nn(C)c1Sc1ccccc1	-120	-1.9	-1.4
CCC(CC)C(=O)Nc1c2c(nn1-c1ccc(OC)cc1)CS(=O)(=O)C2	-20	2.2	1.9
Cc1ccc(CSC2=Nc3sccc3C3=NC(=O)CN23)cc1	33	-0.53	1.4
CCc1nc(OCC(=O)c2ccccc2)c(C#N)c2c1COC(C)(C)C2	49	-0.6	-0.32
C/C(=C/CCC(C)[C@H]1CC[C@@]2(C)C3=C(CC[C@]12C)[C@@]1(C)CCC(=O)C(C)(C)[C@@H]1CC3)C(=O)O (stereo partly drawn)	48	0.94	1.7
Cc1ccc(CNC(=O)C2CCCN(Cc3cnn(-c4ccccc4)c3-n3cccc3)C2)cc1 (stereo not drawn)	36	2.7	3.6
CCCn1c(=O)n(C)c(=O)c2c(SCC(=O)NC34CC5CC(CC(C5)C3)C4)nc(CC(C)C)nc21	14	-0.85	-0.62
COc1ccc(/C=N/NC(=O)c2nc(Cl)c(Cl)c(N)c2Cl)cc1COc1ccccc1F	0	0.01	1.6
COc1ccc(N2C(=O)CC(N3CCN(c4ccc(S(=O)(=O)N5CCCC5)cc4)CC3)C2=O)cc1 (stereo not drawn)	·	1.1	0.92
CCc1ccc(NC(=O)CS(=O)CC(=O)NC(C)CCc2ccco2)cc1 (stereo not drawn)	·	1	1.5
CC(Sc1ccc(Cl)cc1)C(=O)Nc1ccccc1C(=O)N1CCOCC1 (stereo not drawn)	-4	0.01	0.17
Cn1c(=O)[nH]c(=O)c2c1nc(N1CCNCC1)n2CCOc1ccccc1	5	·	·
O=C(NCCN1CCOCC1)c1c[nH]c2ccc(S(=O)(=O)N3CCOCC3)cc2c1=O	-28	0.26	-0.67
CCOc1ccc(-c2cc(C(=O)N3CCN(C)CC3)c3ccccc3n2)cc1	·	0.01	-0.46
O=C(CNc1ccccc1)N/N=C/c1ccc([N+](=O)[O-])cc1	-37	-0.18	-0.81
CCS(=O)(=O)N1CCN(c2c(Cl)cccc2[N+](=O)[O-])CC1	-6	1.3	2.6
Cc1ccc2nc(C)cc(N/N=C/c3cccnc3)c2c1	48	·	·
CCCCC[C@H](O)/C=C/[C@@H]1[C@@H](C/C=C\CCCC(=O)O)[C@@H](O)C[C@H]1O	-27	1.9	1.4
CCC(C)(C)NC(=O)CN(C(=O)c1snc(C(N)=O)c1N)c1ccc2c(c1)OCO2	-9	0.37	0.89
O=C(NCc1ccc(F)cc1)c1noc2c1CCCC2	0	0.87	-0.15
Cc1ccc(S(=O)(=O)CCc2nc3ccccc3n2CCC#N)cc1	51	-0.89	-1.1
O=C(CC1SC(=Nc2ccccc2)N(CCc2c[nH]c3ccccc23)C1=O)Nc1ccccc1F (stereo not drawn)	0	-0.55	-0.47
C=CCOc1c(Br)cc(/C=N/NC(N)=O)cc1OC	25	1.4	0.47
CN1CCN(c2cc(N3CCc4ccccc4C3)c(F)cc2[N+](=O)[O-])CC1	17	-0.55	-0.59
COc1ccc(-c2cc(C(=O)OCC(=O)c3cccc([N+](=O)[O-])c3)c3cc(C)ccc3n2)cc1	12	-0.42	-1.2
COc1ccc(C(=O)c2ccc(N(C)C)cc2)c2ccccc12	-173	-1.8	-1.4
Cc1ccc(NC(=S)c2nc3ccccc3[nH]2)c(C)c1	67	-1.3	-1
CC(C)CNC(=O)COC(=O)c1c2c(nc3ccccc13)/C(=C/c1cccs1)CC2	·	-0.77	-0.55
FC(F)C(F)(F)C1=CC(c2ccccc2)=NCCN1	45	0.19	0.02
CC1CC1C(=O)OCC(=O)NC(=O)NCc1ccco1 (stereo not drawn)	-22	0.43	-0.15
O=C(CN(Cc1ccc2c(c1)OCO2)C(=O)CSc1nc2ccccc2o1)NC1CCCCC1	-36	-1.5	-1.3
CCOC(=O)c1c(-c2ccc(C)cc2C)csc1NC(=O)CSc1nnnn1C	42	-1.3	-1.1
NC(=O)c1ccc(NC(=O)COC(=O)C2(c3cccc(F)c3)CCCC2)cc1	25	·	·
COC(=O)CNS(=O)(=O)c1ccc(OC)cc1	-35	0.27	-0.98
COc1ccc(NC(=S)N2N=CCC2c2ccccc2)cc1 (stereo not drawn)	14	0.81	1.2
COc1ccc(-c2csc(/C=C/c3ccc4c(c3)OCO4)n2)cc1OC	·	-0.49	0.4
Cc1ccc(NC(=O)c2sccc2C)cc1S(=O)(=O)N(C)C	34	-0.52	-0.31
COCC(=O)Nc1cc(C(=O)NCC(C)C)ccc1Cl	-2	1.1	0.73
CCCNC(=O)CCC(=O)Nc1ncc(-c2ccc(C)cc2)n1C	67	0.51	-0.75
CSCCC(NC(=O)c1cc(C)oc1C)C(=O)O (stereo not drawn)	-4	1.9	1.8
O=C(c1cccc(N2C(=O)C3CC=CCC3C2=O)c1)N1CCCCCC1 (stereo not drawn)	·	-0.68[12.4 µM]	-0.93
COc1ccc(OC)c(-c2nnc(NC(=O)C(C)Sc3nncn3C)s2)c1 (stereo not drawn)	·	0.46	0.01
O=C(NC(Cc1c[nH]c2ccccc12)C(=O)Nc1ccc(F)cc1)c1cccs1 (stereo not drawn)	-17	-0.38	-0.63
CCOC(=O)N1CCN(CCC(=O)Nc2ccc(Br)cc2)CC1	·	-0.25	-0.54
CCc1ccc(C(=O)COC(=O)C(Cc2ccccc2)NC(=O)C2CCC(C)CC2)cc1 (stereo not drawn)	·	-0.62	-0.19
Cc1ccc(CCNC(=O)CCc2nc3ccccc3[nH]2)cc1	-5	1.3	1.6
CCOc1ccc(NC(=O)C(C)Sc2nnnn2C)cc1 (stereo not drawn)	36	0.04	0.12
CC(C)COc1ccc(C(=O)OCCN2CCOCC2)c(O)c1	-118	-0.65	-0.61
COc1ccc(S(=O)(=O)N2CCCCCC2)cc1C(=O)OCC(=O)NC(N)=O	·	-0.17	-0.5
CC1CN(Cc2nc3c(c(=O)n(C)c(=O)n3C)n2CCc2ccccc2)CC(C)O1 (stereo not drawn)	76*	·	·

Additional structures
SMILES	INS promoter inh	SDO1 yeast rescue	SDO1 yeast rescue Rescue 24 h
c1ccc(SCCCCNC2CCCC2)cc1	·	-0.14	-0.21
CC1CCN(S(=O)(=O)c2ccc(NC(=O)Cc3cccs3)cc2)CC1	13	-1.1	-1.1
S=C(Nc1ccc2cn[nH]c2c1)Nc1ccccc1Cl	64*	-0.52	-1.3
CCCCn1c(CN(Cc2ccccc2)Cc2ccccc2)nc2c1c(=O)n(C)c(=O)n2C	-75	·	·
CCOc1cc(NC(=S)NCC2CCCO2)c(OCC)cc1NC(=O)c1ccc(F)cc1 (stereo not drawn)	-43	·	·
CCCC(=O)c1ccc(N2CCCCCC2)c(F)c1	-13	-0.68	-0.72
COc1ccccc1N(CC(=O)N/N=C(\C)c1cccc(Br)c1)S(C)(=O)=O	-29	0.74	-0.01
COc1cc(NS(=O)(=O)c2ccc(NC(C)=O)cc2)ncn1	58	0.38	0.03
C#CC[N+](C)(C)CC#Cc1ccc(C)cc1	36	·	·
CCN(CC)C(=O)Cn1cc(S(=O)(=O)CC(=O)NC2CCCCC2)c2ccccc21	-72	·	·

Quoted from the listing.
Under SDO1 yeast rescue Rescue 24 h, `CC(=O)OCc1c(C(F)(F)F)nn(C)c1Sc1ccccc1` is entered as -1.4
Under INS promoter inh, `O=C(CN1C(=O)CSc2ccc(S(=O)(=O)N3CCOCC3)cc21)NCc1cccnc1` is entered as -27
Under SDO1 yeast rescue, `C/C(=N\OC(=O)NC1CCCCC1)c1sc(-c2ccccc2)nc1C` is entered as -1.2

More compounds follow:
SMILES	INS promoter inh	SDO1 yeast rescue	SDO1 yeast rescue Rescue 24 h
CCCNC(=O)c1nnsc1S(=O)(=O)c1ccc(Cl)cc1	i	·	·
Cc1ccc(NC(=O)COC(=O)C(NS(=O)(=O)c2ccc(Cl)cc2)C(C)O)cc1C (stereo not drawn)	-21	0.35	-0.89
CC(C)(C)NC(=O)NC(=O)COC(=O)c1ccc(OC(F)(F)F)cc1	·	-0.35	0.01
COc1ccc(OC)c(NC(=O)c2[nH]c(C)c(C(C)=O)c2C)c1	·	-0.63	0.02
CCOC(=O)C1=C(N)Oc2cc(C)[nH]c(=O)c2C1c1ccncc1 (stereo not drawn)	·	0.8	-0.25
Cc1ccc(C)c(-n2c(Cc3cc(=O)[nH]c(=O)[nH]3)nnc2SCC(=O)NCc2ccco2)c1	12	·	·
CC1(C)CC(=O)C(C(c2ccc(F)cc2)C2C(=O)CC(C)(C)CC2=O)C(=O)C1	18	0.15	-0.61
C=CCSc1nc(N)c(C(=O)Nc2ccccc2)cc1C#N	21	-0.91	-0.46
CS(=O)(=O)C1=C(O)C(=O)N(CCCC(=O)O)C1c1ccccc1F (stereo not drawn)	55	0.48	-0.06
N/C(=N\OC(=O)CCCOc1ccccc1)c1ccccc1	4	-0.7	-0.43
OCCNc1ncnc2ccc(Br)cc12	·	0.2	0.28
COc1ccc(CNC(=O)CCCN2C(=O)c3ccccc3C2=O)cc1	-57	·	·
CC1C(=O)CC(c2ccccc2)N(C)C1c1ccccc1 (stereo not drawn)	·	2.2	2.2
